Screening data deposited in PubChem by National Center for Advancing Translational Sciences (NCATS).
BAZ2B block – blocks human BAZ2B; Potency, µM (doses to about 114 µM), inactives show at the highest dose activity change, negative = inhibition, usual class: inhibitors; AlphaScreen BAZ2B-H3K14Ac peptide displacement; hit rate 4.4% among 360,000; Q9UIF8; also: potency is read from the fitted curve at half-maximal effect; % is scaled to controls: 0 for no effect and ±100 for the full control effect; nearly all actives have a fitted effect of over 60% in size
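BAZ2B (50 nM) with biotin-H3(5-23)K14Ac peptide (50 nM) in PBS pH 7.4, 0.01% Tween-20, preformed 30 min, then compound 30 min at room temperature; top concentration 110uM. AlphaScreen streptavidin donor/nickel chelate acceptor beads (10 ug/mL final), 20 min dark, signal read.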
G9a inh – blocks human histone lysine methyltransferase G9a | Q96KQ7 | G9a H3K9 monomethylation, AlphaScreen, 2 h | Potency, µM (doses to about 102 µM), without a hit: at the highest dose activity, negative = inhibition, actives largely listed as inhibitors | hit rate 8.8% among 350,000 | AID 504332; also: potency is read from the fitted curve at half-maximal effect; % is scaled to controls: 0 for no effect and ±100 for the full control effect; nearly all actives have a fitted effect of over 75% in size
Target sequence (Q96KQ7 913-1193 limits assumed): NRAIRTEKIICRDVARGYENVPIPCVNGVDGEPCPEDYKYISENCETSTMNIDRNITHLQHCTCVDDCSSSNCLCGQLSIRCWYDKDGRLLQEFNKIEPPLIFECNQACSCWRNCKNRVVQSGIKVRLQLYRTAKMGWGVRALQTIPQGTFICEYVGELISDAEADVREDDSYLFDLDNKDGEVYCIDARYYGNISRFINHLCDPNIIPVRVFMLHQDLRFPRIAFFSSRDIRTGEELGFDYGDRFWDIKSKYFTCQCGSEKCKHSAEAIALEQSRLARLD
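Step 1: enzyme (final 20 nM) with compound, 15 min RT. Step 2: substrate peptide 500 nM and SAM 20 uM, 2 h RT. Step 3: anti-H3K9me1 antibody and AlphaScreen beads, 10 min, then plate read.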
ERG Ets-DNA blk – inhibitors of human ERG Ets domain-DNA interaction; P11308; fluorescence polarization, His-ERG Ets domain / labelled DNA; Potency, µM (titrated, usually from 76.9 µM), for the others: at the highest dose FP activity, negative = inhibition, actives largely listed as inhibitors; hit rate 0.028% among 370,000; AID 624246; active = well fitted inhibition curve with a large enough effect in the polarisation, with a control signal flat; inconclusive = small, poorly fitted or top-dose-only effect, or effect the other way, or a change in a side signal; inactive = no such curve, though single readings can be large or run the other way; the % refers to the polarisation;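 also: polarization taken with two DNA probes labelled with fluorescein and Texas red; potency is read from the fitted curve at half-maximal effect; % of control where 0% means no effect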
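His-tagged ERG Ets domain (1 uM in the protein solution; 300mM KCl, 50mM Tris-HCl, 1mM EDTA, 1mM DTT, pH 7.5) received compound, then a probe mix of 5 nM fluorescein-DNA and 100nM Texas-615-DNA. Fluorescence polarization was read for both dyes.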
PI4K2A block – inhibitors of human PI4K2A; purified PI4K2A, ADP-Glo luminescence, 1 h; hits give low values; activity change, negative = inhibition, % at 76.9 µM; hit rate 0.13% among 420,000; Q9BTU6; AID 1346378; in the data active = activity change below about -50%; inconclusive = mostly about -30% to -49%;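 also: -100% = wells without enzyme as full effect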
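In this quantitative HTS, ADP production by PI4K2A was quantified luminescently after 1 h at ambient temperature; 100 microM adenosine served as plate-quality control.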
12-LOX inh – blocks human arachidonate 12S-lipoxygenase; purified 12hLO, xylenol orange hydroperoxide absorbance; AID 1671190; P18054; Potency, µM (top dose mostly 108 µM), for inactives: top-dose activity change, negative = inhibition, actives largely listed as inhibitors; hit rate 1.1% among 580,000; also: potency is read from the fitted curve at half-maximal effect; % is scaled to controls: 0 for no effect and ±100 for the full control effect
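Purified human 12hLO at 150 nM in 25 mM Hepes, 0.01% Triton X-100, pH 7.0, preincubated 15 min at room temperature with compound. Reaction started with 40 uM arachidonic acid, 30 min at room temperature. Hydroperoxide measured by Fe-xylenol orange, 573/405 nm absorbance ratio.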
GLS inh – glutaminase GLS (human) inhibition; Potency, µM (top dose mostly 45.5 µM), without a hit: at the highest dose activity change, negative = inhibition, hits mostly inhibitors; GLS enzymatic activity, qHTS titration; O94925; hit rate 0.21% among 410,000; also: potency is read from the fitted curve at half-maximal effect; % is scaled to controls: 0 for no effect and ±100 for the full control effect
Target sequence (O94925 whole entry, looked up): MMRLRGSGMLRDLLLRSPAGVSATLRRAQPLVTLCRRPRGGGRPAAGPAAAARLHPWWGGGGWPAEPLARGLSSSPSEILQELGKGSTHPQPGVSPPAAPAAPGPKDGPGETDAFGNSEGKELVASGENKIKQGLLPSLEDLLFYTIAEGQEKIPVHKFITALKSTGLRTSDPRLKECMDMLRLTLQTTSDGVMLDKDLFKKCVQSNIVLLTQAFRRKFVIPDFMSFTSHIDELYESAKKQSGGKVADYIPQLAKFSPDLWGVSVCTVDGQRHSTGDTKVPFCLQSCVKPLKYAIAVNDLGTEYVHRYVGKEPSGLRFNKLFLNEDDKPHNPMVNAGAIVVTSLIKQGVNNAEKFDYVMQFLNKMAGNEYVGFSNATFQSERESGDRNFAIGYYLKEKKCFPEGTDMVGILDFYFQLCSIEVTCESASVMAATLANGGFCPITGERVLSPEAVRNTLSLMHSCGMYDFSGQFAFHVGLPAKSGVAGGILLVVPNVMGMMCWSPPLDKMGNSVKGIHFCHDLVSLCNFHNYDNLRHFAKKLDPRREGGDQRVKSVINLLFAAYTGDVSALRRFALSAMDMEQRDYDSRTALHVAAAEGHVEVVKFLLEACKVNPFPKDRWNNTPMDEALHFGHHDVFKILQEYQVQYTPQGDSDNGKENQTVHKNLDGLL
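Assay buffer: 45 mM KH2PO4 pH 8.2, 0.02% Tween-20. hKGA acts on L-glutamine (1 mM solution added); product glutamate is reported by an oxidase/peroxidase Amplex Red coupling, with fluorescence taken at baseline and 30 min.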
HP1b chromo inh – inhibitors of HP1-beta chromodomain binding to methylated histone tails; P83916; AlphaScreen HP1-beta / biotin-H3K9me3 peptide binding; Potency, µM (titrated, usually from 114 µM), for the others: top-dose activity change, negative = inhibition, hits mostly inhibitors; hit rate 0.56% among 390,000; AID 540317; also: potency is read from the fitted curve at half-maximal effect; nearly all actives have a fitted effect of over 70% in size; inactives centre near 23
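HP1-beta protein (50 nM final) preincubated 30 min at room temperature with biotinylated H3(1-18)K9me3 peptide (50 nM) in PBS pH 7.4, 0.01% Tween-20, then compound added for 30 min. AlphaScreen streptavidin donor/nickel chelate acceptor beads (10 ug/mL final), 30 min dark, luminescence read.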
JMJD2A Tudor inh – inhibitors of human JMJD2A Tudor domain. AlphaScreen JMJD2A-Tudor / H3K4me3 peptide binding. hit rate 4.4% among 390,000. O75164. Potency, µM (doses to about 114 µM), inactives show at the top dose activity change, negative = inhibition, most hits filed as inhibitors; also: potency is read from the fitted curve at half-maximal effect; % is scaled to controls: 0 for no effect and ±100 for the full control effect; nearly all actives have a fitted effect of over 50% in size
RGS4 inh – inhibitors of human regulator of G protein signaling 4; hit rate 0.039% among 390,000; P49798; Transcreener GDP fluorescence polarization, RGS4-accelerated GTP hydrolysis; Potency, µM (titrated, usually from 114 µM), without a hit: top-dose activity change, negative = inhibition, most hits filed as inhibitors; also: potency is read from the fitted curve at half-maximal effect; % is scaled to controls: 0 for no effect and ±100 for the full control effect; nearly all actives have a fitted effect of over 75% in size; some results filed as inactive show a strong effect at the top dose
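MLSMR compounds (23 nl, pin-transferred) preincubated 10 min at room temperature with a 500nM (2x) first reagent, then RGS4 at 900nM (2x) plus Transcreener GDP mix added; fluorescence polarization (620/688 nm) read before and after 90 min at 30 °C.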
An asterisk follows results filed as active; ? = inconclusive; / = no result given; [ ] = remark or other dose. Unless noted, calls follow the shape of the dose curve; as a rule, active = well fitted curve in the direction sought with a large enough effect; inconclusive = small, poorly fitted or top-dose-only effect, or another doubt; inactive = no such curve, though single readings can be large; an effect the other way counts as inactive or inconclusive.

SMILES | BAZ2B block | G9a inh | ERG Ets-DNA blk | PI4K2A block | 12-LOX inh | GLS inh | HP1b chromo inh | JMJD2A Tudor inh | RGS4 inh
CCCn1nc2ccccc2c1P(=N)(N1CCOCC1)N1CCOCC1 | 1% | 6%[59 µM] | -3% | -7 | -23% | 1% | 29% | -5% | 2%
N#CCCNS(=O)(=O)c1ccc(C(=O)OCC(=O)Nc2ccc3c(c2)OCO3)cc1 | 10% | -5%[12.7 µM] | 5% | -2 | 1% | 1% | 13% | -15% | -22%
O=C(CN1CCN(CC(=O)c2ccccc2)CC1)c1ccccc1 | / | / | -2% | -12 | -14% | -1% | 26%[57 µM] | -21% | -8%
O=C(c1cccc(Cl)c1)N1CCN(Cc2c[nH]c3ccccc23)CC1 | 4% | 7% | -7% | 1 | -14% | -4% | 0% | 3.5µM* | -25%
Cn1cccc1CC(=O)N/N=C/c1ccc([N+](=O)[O-])cc1 | ? | 50µM* | -1% | -5 | ? | 4% | ? | ? | -17%
Nc1ccc(S(=O)(=O)Nc2nc(-c3ccccc3)cc(-c3ccccc3)n2)cc1 | -1% | / | 0% | 4 | 0% | -5% | 20% | 8% | -19%
CCN(CC(=O)NCC(=O)Nc1ccc(Br)cc1C)Cc1ccccc1 | 4% | -38% | 6% | -3 | -13% | -6% | 23% | -5% | 12%
CCC(C)[C@H](NC(=O)[C@H](Cc1ccccc1)n1c(=O)[nH]c2ccccc2c1=O)C(=O)NCC1CCC(C(=O)O)CC1 (stereo partly drawn) | -33% | 13% | -6% | 3 | 0% | 0% | 10% | -14% | -1%
Cc1cccnc1NC(=O)/C=C/c1ccc2c(c1)OCO2 | -19% | 7%[59 µM] | / | 0 | -1% | 1% | 13% | -9% | -1%
COc1cc(/C=N/NC(=O)CCn2c3ccccc3c3ccccc32)ccc1O | -29% | ? | / | 1 | 5% | 23% | 5% | -27% | 6%
O=C(NCCCn1ccnc1)c1cccc(S(=O)(=O)NCc2ccccc2)c1 | / | -35% | -4% | -3 | 2% | 3% | 18% | -11% | 14%
N#Cc1c2n(c3c(=O)[nH]cnc13)CCCC2 | 17% | -1% | 0% | -8 | -16% | 0% | 15% | -5% | 0%
COc1ccc(S(=O)(=O)N(C)c2ccc(C(=O)N3CCN(C)CC3)cc2)cc1 | -5% | 50µM* | 4% | -2 | -2% | 0% | 28%[57 µM] | 3% | -28%
O=C(Cn1c(=O)sc2ccccc21)Nc1ccccc1 | 4% | 12%[59 µM] | 1% | 3 | 283%[activator] | 1% | 21% | -5% | 22%
CC(=O)Nc1ccc(S(=O)(=O)NCCC(=O)N2CCN(C(c3ccccc3)c3ccccc3)CC2)cc1 | -1% | 21%[2.33 µM] | 0% | 1 | 1% | 0% | -1% | -29% | -25%
COc1ccc(NC(=O)COC(=O)CCc2nc3ccccc3c(=O)[nH]2)c(OC)c1 | -1% | 13%[12.7 µM] | -2% | 3 | -4% | -3% | 45%[activator] | -6% | 7%
COC(=O)Cn1nc(-c2ccc(C)c(S(=O)(=O)N(C)C)c2)c2ccccc2c1=O | 8% | 2% | -9% | 0 | -18% | 7% | 21% | -7% | 6%
COc1ccc2oc(-c3ccc(C)c(NC(=O)c4ccc(N5CCCCC5)c([N+](=O)[O-])c4)c3)nc2c1 | -13% | 3%[59 µM] | 0% | -11 | 0% | -8% | 9% | -16% | -2%
CC(=O)N1CCN(C(=O)CNC(=O)c2ccc(Br)o2)CC1 | -12% | -6% | -5% | -3 | 0% | 7% | 26% | -10% | -18%
CCOC(=O)c1ccc(NC(=O)CCNS(=O)(=O)c2cc(Br)cnc2N)cc1 | -23% | / | -1% | 0 | 23% | 7% | 30% | -12% | 6%

4 entries out of the list, sorted by heavy-atom count, smallest number first:
SMILES | BAZ2B block | G9a inh | ERG Ets-DNA blk | PI4K2A block | 12-LOX inh | GLS inh | HP1b chromo inh | JMJD2A Tudor inh | RGS4 inh
N#Cc1c2n(c3c(=O)[nH]cnc13)CCCC2 | 17% | -1% | 0% | -8 | -16% | 0% | 15% | -5% | 0%
COc1ccc(S(=O)(=O)N(C)c2ccc(C(=O)N3CCN(C)CC3)cc2)cc1 | -5% | 50µM* | 4% | -2 | -2% | 0% | 28%[57 µM] | 3% | -28%
COC(=O)Cn1nc(-c2ccc(C)c(S(=O)(=O)N(C)C)c2)c2ccccc2c1=O | 8% | 2% | -9% | 0 | -18% | 7% | 21% | -7% | 6%
COc1ccc(NC(=O)COC(=O)CCc2nc3ccccc3c(=O)[nH]2)c(OC)c1 | -1% | 13%[12.7 µM] | -2% | 3 | -4% | -3% | 45%[activator] | -6% | 7%

Remaining list, next part.
SMILES | BAZ2B block | G9a inh | ERG Ets-DNA blk | PI4K2A block | 12-LOX inh | GLS inh | HP1b chromo inh | JMJD2A Tudor inh | RGS4 inh
O=c1cc(-c2ccc(O)cc2)oc2cc(O)c(C3OC(CO)C(O)C(O)C3O)c(O)c12 (stereo not drawn) | ? | ? | -11% | -8 | ? | ? | -1% | ? | -3%
C=CCC[C@H](Cc1ccc(F)cc1)C(=O)OC[C@H](C)NC(=O)[C@H](CC=C)CC(=O)N(CCO)Cc1ccccc1 | / | / | -2% | 6 | 6% | -8% | 38% | -6% | -12%
Cc1noc(C)c1S(=O)(=O)N1CCCC(C(=O)NCCc2ccc(Cl)cc2)C1 (stereo not drawn) | -7% | 6%[12.7 µM] | 8% | -6 | -11% | 16% | 34%[activator] | -22% | -24%
COc1ccc(C2Nc3ccc(Br)cc3C(c3ccccc3)N2CC(=O)O)cc1 (stereo not drawn) | -5% | -39% | 7% | 0 | 473%[activator] | ? | 4% | -25% | 13%
CC1Oc2ccccc2N(CC(=O)N2CCc3ccccc32)C1=O (stereo not drawn) | 4% | -31% | -8% | -1 | 11% | 1% | 12% | -19% | -40%
Cc1nnsc1NC(=O)OCC(C)C | -1% | 8% | -11% | -8 | 47%[activator] | 0% | 30% | 13% | -17%
CC1=C(C(N)=O)C(c2ccccc2[N+](=O)[O-])n2ncnc2N1 (stereo not drawn) | -1% | 28µM* | -9% | -6 | -22% | 30% | ? | 40µM* | ?
CCCOc1ccc(Cc2c(Cl)nc(SC)nc2NC)cc1 | 44%[activator] | 101%[activator] | 16% | 3 | -11% | 11% | 75%[activator] | 91%[activator] | 18%
CCOc1ccccc1NC(=O)COC(=O)Cc1ccc(-c2ccccc2)cc1 | 4% | 91%[activator][59 µM] | 2% | 5 | 3% | -12% | 64%[activator] | 29% | -18%
COC(=O)[C@H](Cc1ccccc1)NC(=O)N(C)Cc1ccccc1 | 0% | ? | 12%[15.4 µM] | -1 | 0% | -59% | 43%[activator] | 5% | -9%
Cc1c(C(=O)N2CCCC2)c(S(=O)(=O)Nc2cccc(Br)c2)c(C)n1C | ? | / | -3% | -4 | -11% | 5% | 41%[activator] | -20% | 19%[56.9 µM]
Cc1ccc(C(=O)N2CCCC(N3CCN(c4ccccc4F)CC3)C2)s1 (stereo not drawn) | 3% | 4% | -3% | 0 | 8% | 12% | 16% | -12% | -20%
O=C(NC1=NCCS1)c1cccc(S(=O)(=O)N2CCc3ccccc32)c1 | -17% | -1% | -8% | 4 | -13% | 3% | 26% | -2% | -6%
O=C(Cc1cccs1)NCc1cccc(CNC(=O)Cc2cccs2)c1 | -14% | 10% | -7% | -2 | -10% | -10% | 38% | -6% | 10%
O=C(COC(=O)c1ccc(Cl)c(S(=O)(=O)N2CCCC2)c1)NCc1ccccc1 | / | / | 4% | 1 | 9% | 17% | 19% | ? | -1%
CSc1c[n+]2c(n1C)CCC2 | 13% | ? | -3% | 6 | 45µM* | -4% | 6% | 32µM* | -19%
CSc1ccc(-c2nc(CSCC(=O)NC3CC3)c(C)o2)cc1 | -28% | 1% | -3% | -9 | 0% | 3% | 8% | -20% | 28%
CCN1CCCC1CNC(=O)C(=O)NC(C)C (stereo not drawn) | 1% | 2%[12.7 µM] | -1% | -6 | -1% | 2% | 31% | -2% | 14%
Cc1ccc(N2CCN(c3ccc(C)cc3)C2c2ccccn2)cc1 | 50µM* | ? | / | 1 | -28% | -63% | -22% | 25µM* | -27%
COc1ccccc1N(C)S(=O)(=O)c1ccc(C(=O)N2CCCC(C(F)(F)F)C2)cc1 (stereo not drawn) | -23% | -29% | 3% | 0 | / | 2% | 16% | -4% | 24%
Cc1cccc(NC(=O)c2cccnc2)c1 | -20% | ? | 0% | -2 | ? | -16% | 29% | -3% | -4%
COc1ccc(OCCN2CCN(C3CC(=O)N(CCC(C)C)C3=O)CC2)cc1 (stereo not drawn) | 3% | -30% | -5% | 0 | -9% | 0% | 23% | -13% | -5%
Cc1ccc2nc(-c3ccc(NC(=O)c4cccnc4)cc3)oc2c1 | -18% | 18% | -4% | -5 | 0% | -6% | 36% | -16% | 24%[56.9 µM]
COc1ccc(-c2cc(-c3ccc(C)cc3)n[nH]2)c(O)c1 | 8% | 15% | -2% | -3 | ? | 1% | 53%[activator] | -18% | 21%
COc1cccc(C(=O)Nc2ccc(C(F)(F)F)n(C)c2=O)c1 | 4% | 21% | 3% | -4 | -3% | -11% | 72%[activator] | 1% | -12%
CC1CCC2(CC1)NC(=O)N(CC(=O)NC1CCCCC1C)C2=O (stereo not drawn) | / | / | 4% | 3 | -2% | 7% | 24% | -11% | 1%

These rows are one share of the data. The share of hits here may be higher or lower than overall.
